Vif inh – blocks HIV Vif function | HEK293T cells, Vif self-association by quenched fluorescence, imaging, 24 h | inhibition, % at 7.49 µM | 0.35% of 340,000 active | AID 602346; in the data active = inhibition above about 50%, passing the limit was not always enough; note: some results filed as inactive read as strong as hits
PDI inh – PDI (human) enzyme inhibition; P07237; PDI insulin aggregation turbidity, A650, 90 min; inhibition, % at 10 µM; 0.052% of 350,000 active;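 active = mean inhibition across replicates of 30% or more, whatever share of single replicates reach that level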;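 note: absorbance from insulin aggregation driven by PDI reduction with DTT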
Target sequence (P07237 whole entry, looked up): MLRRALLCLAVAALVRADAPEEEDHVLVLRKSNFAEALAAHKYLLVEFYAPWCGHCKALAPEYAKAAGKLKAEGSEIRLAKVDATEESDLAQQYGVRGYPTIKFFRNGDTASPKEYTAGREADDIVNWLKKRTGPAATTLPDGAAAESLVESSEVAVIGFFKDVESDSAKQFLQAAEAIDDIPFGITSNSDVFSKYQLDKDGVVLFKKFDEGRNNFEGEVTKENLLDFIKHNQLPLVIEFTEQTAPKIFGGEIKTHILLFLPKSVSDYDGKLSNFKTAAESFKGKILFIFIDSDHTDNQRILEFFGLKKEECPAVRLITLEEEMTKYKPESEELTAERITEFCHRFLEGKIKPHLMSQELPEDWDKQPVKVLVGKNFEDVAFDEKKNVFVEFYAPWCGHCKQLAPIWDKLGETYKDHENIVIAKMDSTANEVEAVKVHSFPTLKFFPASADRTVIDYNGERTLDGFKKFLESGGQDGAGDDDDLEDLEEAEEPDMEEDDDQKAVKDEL
NR2E3 ag-1 – activates human NR2E3 receptor; CHO-S Gal4-NCOR/VP16-NR2E3 two-hybrid, luciferase; inhibition of corepressor binding, % at 3.98 µM; 0.35% of 360,000 active; AID 602229;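 active = inhibition above the mean of all tested compounds plus 3 SD, cut at about 70% in these data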;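 note: 0% = DMSO with NR2E3 transfected cells and 100% = cells lacking NR2E3 construct; higher means lower luciferase signal from less NR2E3 corepressor binding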
Target sequence (Q9Y5X4 whole entry, looked up, the tested form may be a part): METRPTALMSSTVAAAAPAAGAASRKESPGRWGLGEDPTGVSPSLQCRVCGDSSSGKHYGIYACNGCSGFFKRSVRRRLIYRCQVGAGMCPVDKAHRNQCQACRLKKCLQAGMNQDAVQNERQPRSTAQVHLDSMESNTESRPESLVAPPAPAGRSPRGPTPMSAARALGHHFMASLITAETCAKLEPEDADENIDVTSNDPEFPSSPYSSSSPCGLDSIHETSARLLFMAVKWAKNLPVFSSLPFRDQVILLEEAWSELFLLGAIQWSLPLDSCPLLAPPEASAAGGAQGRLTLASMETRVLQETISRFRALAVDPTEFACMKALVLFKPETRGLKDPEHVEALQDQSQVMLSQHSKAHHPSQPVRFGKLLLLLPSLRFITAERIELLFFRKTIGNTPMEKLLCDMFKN
HIF-2a inh – inhibitors of HIF-2a; inhibition, % at 18.8 µM; 0.72% of 360,000 active; 786-0 RCC cells HIF-2a reporter, luciferase luminescence, overnight;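 active = inhibition of the luminescence signal of 40% or more relative to plate controls, in a single-dose primary screen at 18.75 µM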
TRPM1 prom inh – reduces MITF-dependent TRPM1 promoter luciferase signal. inhibition, % at 12.5 µM. 0.83% of 330,000 active. SK-MEL-5 TRPM1 promoter luciferase, 24 h. AID 488899;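 active = mean inhibition across replicates of 60% or more, whatever share of single replicates reaches that level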; note: values of inactives mirror those of a sister screen read the other way
Peg3 prom inh – inhibitors of Peg3 promoter | HeLa PEG-Prom luciferase reporter, luminescence, overnight | inhibition, % at 20 µM | 1.7% of 360,000 active;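 active = inhibition of at least 50% at 20 µM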
Granule exo inh – blocks lytic granule exocytosis; TALL-104 LAMP-1 surface exposure, flow cytometry; cells stimulated with thapsigargin and PMA; inhibition, % at 10 µM; 0.66% of 360,000 active; AID 651702;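 active = inhibition above about 55%, limit read from the data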
NR2E3 ag-2 – activates human photoreceptor nuclear receptor NR2E3. 0.12% of 320,000 active. AID 2300. inhibition of corepressor binding, % at 4.78 µM. GST-NR2E3/biotin-RetCOR TR-FRET, 1536-well. Q9Y5X4;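 active = percent inhibition above the cutoff of mean plus 3 SD of all tested compounds, set per screening campaign, cut at about 20% in these data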;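 note: 0% = DMSO wells and 100% = biotin wells as full block of FRET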
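System: GST-tagged NR2E3 plus biotinylated RetCOR corepressor; Buffer or medium: pH 7.5 Tris-based buffer; Probe or stimulus: RetCOR corepressor, biotinylated, 7 nM; Doses: compound at 4.8 µM, single dose; Schedule: 5 h incubation at 4 °C; Technique: time-resolved FRET; Evaluation: percent inhibition of TR-FRET ratio; Replication: one well per compound, singlicate testing.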
iPSC survival up – increases survival of single human iPS cells; 0.044% of 360,000 active; hiPSC single-cell survival, ATPlite luminescence; 100% = ROCK inhibitor wells, 0% = DMSO; AID 602274; survival enhancement, % at 20 µM; in the data active = survival enhancement above about 18%;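 note: cells exposed to compounds for 16 hours before the ATP read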
aDG glyco act – increases alpha dystroglycan glycosylation; activation, % at 10 µM; AID 624168; 0.22% of 360,000 active; Pro5-aDG cells, alpha-DG glycosylation AlphaScreen (IIH6); 0% Pro5, 100% B10-LARGE cell signal;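 active = activation of at least 8% versus controls, or a plate z-score of at least 8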;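 note: Pro5 are CHO cells carrying HIG-tagged alpha-DG that lacks glycosylation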
CaV13 ICDI inh – Disruptors of the CACNA1D IQ motif to Ca2+-dependent inactivation inhibitor domain association, primary screening, Förster resonance energy transfer in intact living …. HEK cells, CFP/YFP FRET ICDI-IQ, plate reader, 10 min; percent FRET-ratio fall versus neutral wells. inhibition, % at 12.3 µM. 0.098% of 340,000 active;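 active = mean replicate inhibition of at least 30% and at least 1% of replicates passing that level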;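 note: 0% = median of the neutral control wells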
* hit, by the source's call; x = not tested or not shown.

SMILES	Vif inh	PDI inh	NR2E3 ag-1	HIF-2a inh	TRPM1 prom inh	Peg3 prom inh	Granule exo inh	NR2E3 ag-2	iPSC survival up	aDG glyco act	CaV13 ICDI inh
COc1cccc(Oc2ccc(C(F)(F)F)cc2NC(=O)c2cccc(F)c2)c1	x	-1.5	3.8	10.2	4.1	14.1	1.3	3.9	1.5	0.5	-6.0
O=C(O)c1ccc(N=Cc2c(O)ccc3oc4c(c23)CCCC4)cc1	-2.9	5.2	-0.2	7.4	12.5	-1.8	8.3	0.0	-0.3	0.0	-2.2
Cn1ncc(Cl)c1C(=O)NCc1ccco1	5.4	-27.5	-0.1	4.6	5.0	-10.9	-0.6	-0.9	0.0	-0.3	-5.1
CC(=O)SCC(C)C(=O)NCc1ccccc1 (configuration not stated)	1.8	1.4	0.5	-7.2	-5.7	-21.0	-0.2	0.6	-2.0	0.0	-5.0
Cc1[nH]c2ccccc2c1C(=O)C(=O)N1CCN(c2cccc(Cl)c2)CC1	1.1	5.2	-21.8	10.3	-10.3	21.2	-1.4	-1.4	0.6	0.1	-1.9
O=[N+]([O-])c1cccc(/C=N\N=C2c3ccccc3-c3ccccc32)c1O	-7.8	-4.2	2.4	-20.0	2.7	34.6	8.9	0.4	-1.9	-0.4	-4.9
O=C(NNC(=O)C12CC3CC(CC(C3)C1)C2)c1ccncc1	-2.2	2.0	1.7	20.1	-3.3	11.1	-6.2	-0.9	-0.5	0.0	-1.8
CCN(CC)C(=O)c1sc(NC(=O)c2ccc(C)c([N+](=O)[O-])c2)c(C#N)c1C	-2.2	-5.1	4.5	-3.1	9.4	8.0	-1.8	2.2	-0.2	0.8	-2.2
Cc1noc(C)c1S(=O)(=O)N1CCC(C(=O)Nc2ccc(Br)cc2)CC1	-0.3	1.7	6.6	3.3	9.6	3.9	-2.1	-2.2	1.9	0.4	-4.7
COc1ccc(OC)c(C2/C(=C(/O)c3cnn(-c4ccccc4)c3C)C(=O)C(=O)N2CCN(C)C)c1 (configuration not stated)	16.4	-4.2	-30.5	11.8	-1.4	-4.3	-0.5	1.1	-0.3	0.1	-2.8
CC(C)(C)NC(=O)C[C@H]1C[C@H](C(=O)N2CCCCC2)[C@@]2(CCc3ccccc3)c3[nH]c4ccc(Cl)cc4c3CCN2C1=O	x	6.4	-25.2	11.5	6.6	20.5	1.3	x	1.5	0.0	-6.0
CCOC(=O)C1(Cc2ccccc2)CCN(C2Cc3ccccc3C2)CC1	13.2	-0.3	-15.3	7.7	4.8	12.8	40.2	-3.1	2.3	0.2	1.1
O=C(O)c1ccc(Cl)cc1NC(=O)C1CCN(S(=O)(=O)c2cccs2)CC1	x	7.2	8.1	11.3	x	-1.0	-0.6	x	-2.3	-0.2	-7.0
CCCN(CCC)C(=S)Nc1cc(C(=O)OC)ccc1C(=O)OC	0.0	-5.0	-28.7	14.3	-9.7	3.1	-1.9	0.3	0.0	0.0	-11.4
COc1ccccc1C(=O)NC(=O)COC(=O)c1ncc(Cl)c(Cl)c1Cl	2.4	-9.0	-15.2	0.8	-0.2	4.0	-1.7	-0.8	-0.4	-0.2	-6.0
O=C(NCc1cccnc1)c1cc(C2CCCCN2S(=O)(=O)c2ccccc2)on1 (configuration not stated)	10.9	2.2	-12.5	5.2	x	5.1	11.5	x	-3.0	0.0	-6.5
Cc1ccc2cc3c(=O)n(C)cc(C=O)c3nc2c1	-0.5	2.9	-20.2	5.0	13.9	18.9	0.5	x	1.9	-0.1	-1.8
CC(=O)Nc1ccc(S(=O)(=O)NNC(=O)C(=O)NNc2ccccn2)cc1	-15.1	3.6	1.1	7.3	-4.4	2.5	-1.4	3.5	0.4	0.0	-6.2
CC(C)c1ccc(Nc2ncc3c(n2)CCN(C(=O)Nc2ccc(F)c(Cl)c2)C3)cc1	-23.7	2.6	-47.1	-39.1	x	-43.8	27.3	x	-1.8	0.8	-9.0
COC(=O)/C(=N/Nc1ccccc1C)N1CCCc2ccccc21	-5.2	-5.0	-7.3	8.1	8.3	12.5	1.1	0.3	-0.7	-0.1	-2.4

Brought forward from above: 6 compounds, followed by the next part.
SMILES	Vif inh	PDI inh	NR2E3 ag-1	HIF-2a inh	TRPM1 prom inh	Peg3 prom inh	Granule exo inh	NR2E3 ag-2	iPSC survival up	aDG glyco act	CaV13 ICDI inh
COc1ccccc1C(=O)NC(=O)COC(=O)c1ncc(Cl)c(Cl)c1Cl	2.4	-9.0	-15.2	0.8	-0.2	4.0	-1.7	-0.8	-0.4	-0.2	-6.0
O=C(NCc1cccnc1)c1cc(C2CCCCN2S(=O)(=O)c2ccccc2)on1 (configuration not stated)	10.9	2.2	-12.5	5.2	x	5.1	11.5	x	-3.0	0.0	-6.5
Cc1ccc2cc3c(=O)n(C)cc(C=O)c3nc2c1	-0.5	2.9	-20.2	5.0	13.9	18.9	0.5	x	1.9	-0.1	-1.8
CC(=O)Nc1ccc(S(=O)(=O)NNC(=O)C(=O)NNc2ccccn2)cc1	-15.1	3.6	1.1	7.3	-4.4	2.5	-1.4	3.5	0.4	0.0	-6.2
CC(C)c1ccc(Nc2ncc3c(n2)CCN(C(=O)Nc2ccc(F)c(Cl)c2)C3)cc1	-23.7	2.6	-47.1	-39.1	x	-43.8	27.3	x	-1.8	0.8	-9.0
COC(=O)/C(=N/Nc1ccccc1C)N1CCCc2ccccc21	-5.2	-5.0	-7.3	8.1	8.3	12.5	1.1	0.3	-0.7	-0.1	-2.4
CSCCC(=O)Nc1ccc(C(C)=O)cc1	6.7	1.4	-23.0	-170.4	-42.8	-151.3	-2.0	-0.9	-2.1	0.1	-6.6
[N-]=C=C1C(=O)NC(=O)C([n+]2ccc(-c3ccncc3)cc2)C1c1ccccc1C(F)(F)F (configuration not stated)	8.3	-2.2	-2.2	7.5	-5.6	1.4	23.2	-0.3	-0.2	0.1	-28.8
O=C(CSc1nc(=O)n(CCN2CCOCC2)c2c1CCCC2)Nc1ccccc1Cl	14.9	-2.7	-5.1	2.7	x	1.8	-8.8	x	-2.4	-0.1	-6.6
O=C(C1CC1)N1CCC(c2nc(-c3ccc(S(=O)(=O)NCC4CCCO4)cc3)no2)CC1 (configuration not stated)	-7.5	2.4	49.7	14.4	26.0	18.0	2.2	1.1	1.0	1.2	-6.9
O=C(CCN1C(=O)/C(=C\c2cccs2)SC1=S)Nc1ccccn1	1.1	14.4	-18.3	5.0	-1.8	9.0	2.0	1.1	-0.3	-0.3	-6.6
S=C(NC1CCCCC1)N1CCn2cccc2C1c1ccncc1 (configuration not stated)	7.3	-2.9	-22.7	9.7	8.8	19.7	-2.6	1.4	0.8	-0.2	7.3
COc1ccc(S(=O)(=O)N2CCC(N3CCCCC3)CC2)cc1	-0.6	-1.0	-2.9	5.1	-6.2	2.8	0.7	-1.3	-0.7	0.0	-6.0
COc1ccc(CNC(=O)c2ccccc2NC(=O)C2=C(C)OCCS2)cc1	-2.8	5.2	-3.9	11.7	x	0.7	4.0	x	0.4	-0.1	-18.8
COc1ccc(-c2cc(=O)c3c(O)c(OC)c(OC)c(OC)c3o2)cc1	-3.9	-5.1	-46.5	-67.2	-16.2	-54.5	-0.9	x	-1.8	-0.2	-5.1
O=C(O)CCC(=O)Nc1cccc(-c2nc3ccccc3o2)c1	-0.5	5.0	-26.1	9.6	0.0	1.2	-6.4	x	-0.5	0.2	-13.1
CC(=O)Nc1ccc(N2C(=O)CSC2c2ccccc2[N+](=O)[O-])cc1 (configuration not stated)	6.1	9.4	0.7	25.7	12.4	18.8	-1.8	-1.3	0.2	0.0	6.0
CCCn1nc(NS(=O)(=O)c2cccc3nonc23)c2cc3cc(C)ccc3nc21	2.6	-5.0	-25.1	-60.0	8.3	-74.8	-6.2	-1.0	0.4	0.9	-12.5
CC12CCC3C(=CCc4cc(O)ccc43)C1CC(=NO)C2O (configuration not stated)	-6.7	28.3	-27.1	-23.4	3.5	-15.5	6.1	x	4.5	-0.4	-6.0
CC1CCN(CC(=O)NCc2ccccc2)CC1	-6.4	-3.9	17.4	-16.2	-2.4	1.2	-0.9	3.4	1.8	-0.1	-6.7
Cc1ccc(NC(=O)c2cc(S(=O)(=O)N3CCc4ccccc43)cn2C)cc1	-4.8	x	-8.8	12.0	20.8	17.0	-5.2	-0.2	-0.5	0.1	-1.8
O=C(COc1ccc([N+](=O)[O-])cc1)NNC(=O)Nc1ccc([N+](=O)[O-])cc1	-2.6	0.2	-1.9	8.2	10.2	21.8	-1.4	-2.1	-0.4	-0.4	-3.0
Cc1ccc(C(=O)COc2cc(O)c3c(=O)cc(-c4ccccc4)oc3c2)cc1	-3.5	-3.4	-20.5	20.5	-3.9	9.1	-7.8	3.0	0.0	0.0	-6.0
CC(C)C(C)NC(=O)COc1nc2ccccc2nc1N(C)C1CCCCC1 (configuration not stated)	7.7	6.8	-9.9	17.5	-12.4	2.1	32.5	-0.5	-0.3	0.1	-2.3
CCOc1ccc(Cl)cc1CNc1nnnn1CC	-1.9	8.7	-0.9	20.3	-7.5	17.1	1.7	2.3	-0.6	0.0	-2.0
CCCC[C@@H]1CN=C(N)N1CCCC	x	-3.5	-14.2	2.1	-15.9	6.5	11.2	2.4	4.3	0.5	-5.3
COc1cccc(C(=O)NN/C(C)=C/C(=O)C(F)(F)C(F)(F)C(F)(F)F)c1	-12.0	-4.7	-40.2	3.1	6.2	-8.9	-2.0	0.1	2.4	-0.1	-4.4
CCCCCNC(=O)c1ccc2c(=O)[nH]c3c(C(=O)NCC4CCCO4)sc(=S)n3c2c1 (configuration not stated)	4.3	3.3	1.3	21.1	3.2	16.1	-2.5	-0.6	-2.3	0.0	x
NC(=S)NN=C(Cc1ccccc1)Cc1ccccc1	-3.2	-3.7	-13.3	5.0	6.9	24.9	-2.6	-1.2	-0.3	0.4	-3.0
CCOC(=O)C1CCN(C(=O)c2ccc(C)o2)CC1	-1.2	-1.8	-6.1	2.9	6.4	17.5	-12.8	x	0.1	0.5	-9.5
N#CCN1CCC/C1=C\[N+](=O)[O-]	-1.3	-0.9	6.8	-0.4	3.8	5.6	4.4	2.3	4.0	0.0	-4.8
COC(=O)c1ccccc1NC(=S)NC(NC(=O)COc1ccccc1)C(Cl)(Cl)Cl (configuration not stated)	-2.5	14.3	-30.1	15.9	-3.0	24.1	-2.9	0.5	-3.2	0.0	-7.7
COCc1cc(CN2CCCC2)c(O)c2ncccc12	x	10.3	-2.2	20.5	26.8	20.1	-2.9	0.5	0.6	0.4	x
Cc1cc(OCC(=O)NC2CC(C)(C)NC(C)(C)C2)c(C)cc1Br	x	-4.6	-2.9	18.0	-17.8	10.2	0.0	-2.7	-0.4	0.4	x
COc1cc2c(=O)n(CCC(=O)NCC3CCCO3)c(=O)n(CC(=O)Nc3ccc(C)cc3)c2cc1OC (configuration not stated)	-37.4	-5.1	11.5	7.0	7.0	15.4	-7.0	0.0	0.3	0.0	-2.1
Cc1cc(C)n(C(=O)c2cccc(S(=O)(=O)N3CCOCC3)c2)n1	9.4	-6.6	-12.5	3.5	1.3	1.7	4.4	-2.0	-3.2	-0.2	-5.0
